Source: PubChem BioAssay (SRMLSC)
SK-BR-3 tox 24h – SK-BR-3 proliferation inhibitors; viability, % at 10 µM; 41,000 compounds, 0.47% hits; SK-BR-3 viability, CellTiter-Glo ATP luminescence, 24 h; active compounds read low;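 active means viability at or below the median of all test compounds minus 3 SD, in both replicates if run twice, cut at about 45% in these data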;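 further: 100% = median untreated cell wells and 0% = median positive control drug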
* hit, by the source's call. These rows are one share of the data; count on the stated rates, not on these rows.

smiles	SK-BR-3 tox 24h
CCCCNC(=O)CCn1c(=O)c2ccccc2n(CC(=O)N2CC(C)CC(C)C2)c1=O (stereo not drawn)	94
O=C(c1csc2c1CCCC2)N1CCCCC1	96
CC(=O)Nc1c(C(=O)c2ccc(F)cc2)oc2ccccc12	66
Cc1nnc(SCC(=O)N2CCN(Cc3ccccc3)CC2)s1	99
CCOC(=O)C(O)(C1C(=O)CC(C)(C)CC1=O)C(F)(F)F (stereo not drawn)	109
Cc1ccc(N2C(=O)C3C4C=CC(C4)C3C2=O)cc1 (stereo not drawn)	87
CCCCCn1c(N2CCOCC2)nc2c1c(=O)n(CC(N)=O)c(=O)n2C	90
CC(C)(C)n1nnnc1C(c1ccc(C#N)cc1)N1CCCC2(CCCCC2)C1 (stereo not drawn)	113
COc1cc2c(cc1OC)-c1cc(NCc3ccccn3)nc(=O)n1CC2	102
Cc1ccc(S(=O)(=O)c2nc(-c3ccccc3)oc2NCCN2CCOCC2)cc1	90
COc1ccc(C2C(C(=O)O)c3ccccc3C(=O)N2C)cc1Br (stereo not drawn)	85
CC1(C)CC(=O)c2cc(C(=O)NC3CCSC3=O)c(=O)n(-c3ccccc3)c2C1 (stereo not drawn)	85
COc1ccc(-n2c(N)c(C(=O)NCC3CCCO3)sc2=S)cc1 (stereo not drawn)	96
C/C(Cl)=C\Cn1c(NCCc2ccccc2)nc2c1c(=O)n(C)c(=O)n2C	78
COc1ccc(Cl)cc1NC(=O)CN1CCC(n2nnc3ccccc32)CC1	77
CCN(c1ccccc1)S(=O)(=O)c1ccc(F)cc1C	86
COc1cccc(-c2cn3nc(C)c(C)nc3n2)c1	97
CCN(CC)C(=O)c1cccc(-c2ccc(OC)cc2)c1	97
COc1ccc(NC(=O)CSc2c(C)nn(-c3nnc(C)c(=O)[nH]3)c2C)cc1	88
C=CCNc1nc(NCc2ccccc2)c(C#N)c2c1CN(C)CC2	60
Cc1nc2nc(-c3ccco3)nn2c(C)c1Cl	113
CC(C)=C(C#N)c1nc2ccccc2s1	136
CCOc1ccc(C(=O)C(c2ccccc2)N2CCOCC2)cc1 (stereo not drawn)	88
O=C(NC1CCS(=O)(=O)C1)c1cccc(S(=O)(=O)N2CCOCC2)c1 (stereo not drawn)	87
CCOc1ccccc1-c1nc(-c2cc3ccccc3nc2OC)no1	82
Cc1ccccc1C1CC(c2ccccc2)Nc2ncnn21 (stereo not drawn)	87
C=CCn1c(Sc2nncn2C)nc2c1c(=O)[nH]c(=O)n2C	102
CCn1cc(C(=O)Nc2cccc(C(=O)OC)c2)c(=O)c2ccc(C)nc21	88
O=c1cccccc1NCc1ccccc1	98
Cc1cccc(N2CC34C=CC(O3)C(C(=O)O)C4C2=O)c1 (stereo not drawn)	93
COC(=O)CN1C(=O)C2(C(C#N)=C(N)Oc3c2c(C)nn3-c2ccccc2)c2ccccc21 (stereo not drawn)	115
CCOc1ccc(-c2nn3c(-c4ccccc4)nnc3s2)cc1	88
S=C(NCC1CCCO1)n1nnc2ccccc21 (stereo not drawn)	110
CCc1nnc(NS(=O)(=O)c2ccc(NS(=O)(=O)c3ccccc3)cc2)s1	60
C/C(=N\O)C(C)(C)NC(=O)Nc1ccc(Cl)cc1	104
Cc1nn(C)c(C)c1S(=O)(=O)N1CCCC(C(=O)N2CCN(c3ccc(Cl)cc3)CC2)C1 (stereo not drawn)	88
O=C(O)Cn1nc(C(F)(F)F)c2c1CCC2	76
CCOc1ccc(-c2cnc(SCC(N)=O)nc2N)cc1	96
CCOCCn1cnc2sc(C(=O)NCC(=O)OCC)c(C)c2c1=O	86
Nn1c(SCC(=O)Nc2ccc(F)cc2F)nnc1C1CCCCC1	101
c1ccc(-c2oc3ncnc(NCCN4CCOCC4)c3c2-c2ccccc2)cc1	97
COc1ccccc1-n1nnnc1SCC(=O)NC1CCCC1	81
N#Cc1cccc(NC(=O)CCC2CCCC2)c1	90
O=C(c1cc2ccccc2o1)c1cccs1	92
COc1ccc(CC(=O)Nc2nncs2)cc1OC	106
CCCCOc1nc(N)nc(-c2ccccc2)n1	92
Cc1ccc(S(=O)(=O)NCCOC(=O)Nc2sc(=S)n(C)c2C)cc1	90
Cc1ccc(C(CC(=O)c2ccco2)SCCO)cc1 (stereo not drawn)	101
CCCCCNC(=O)Cc1ccc(OC)cc1	69
COCCOC(=O)C1=C(C)NC2=C(C(=O)CC(C)(C)C2)C1c1ccc2c(c1)OCO2 (stereo not drawn)	104
CCOC(=O)CSc1nc2c(c(=O)n(C)c(=O)n2C)n1CCCc1ccccc1	92
CCOC(=O)c1cc2c(=O)[nH]ccc2nc1C	90
COc1nc2c(C)cccc2cc1-c1noc(-c2ccncc2)n1	104
CC1(C)OC(=O)C(=C2CCCN2)C(=O)O1	114
O=C(NCc1cccs1)C1CCN(S(=O)(=O)c2cccc3nsnc23)CC1	103
COCCn1c(SCC(=O)c2ccc3c(c2)OCCO3)nnc1-c1ccoc1C	106
Cn1c(=O)c2c(ncn2CC(=O)Nc2ccc(Cl)cc2Cl)n(C)c1=O	117
O=C(Nc1ccc(-n2cnnn2)cc1)C1CCCN1C(=O)NC1CCCCC1 (stereo not drawn)	83
CCOC(=O)c1nc(C)[nH]c1C(=O)OCC	83
COc1cc(CN2CCN(c3cccc(Cl)c3)CC2)cc(OC)c1OC	98

Next entries
smiles	SK-BR-3 tox 24h
Cc1cccc(OCC(O)Cn2c(NCCCOC(C)C)nc3c2c(=O)[nH]c(=O)n3C)c1 (stereo not drawn)	106
Cc1ccccc1OCC(O)Cn1c(=N)n(CCN2CCOCC2)c2ccccc21 (stereo not drawn)	63
NC(=O)C1(N2CCCCC2)CCN(C(=O)CSc2nc3ccccc3o2)CC1	94
CC1(C)CC(=O)c2c(Cc3ccccc3)n[nH]c2C1	99
COc1ccc(/C(O)=C2/C(=O)C(=O)N(CCN3CCOCC3)C2c2ccccn2)cc1 (stereo not drawn)	104
CCOC(=O)N1CCC(Nc2nc3ccccc3n3nnnc23)CC1	65
COC(=O)C1C(=O)C2=C(CC1C)NC(C)=C(C(=O)OC1CCCCC1)C2c1ccc(N(C)C)cc1 (stereo not drawn)	83
COc1ccccc1C(=O)Nc1ccccc1SC	103
COc1cc(Br)c(CC(=O)O)cc1OC	116
COC(=O)C1=C(C)N(C)C(=O)NC1c1ccc(C)cc1 (stereo not drawn)	89
Cc1ccc(C)c(NC(=O)CSc2nnc(-c3ccco3)o2)c1	94
O=c1cc(CSc2ccccn2)nc(N2CCN(c3ccccc3)CC2)[nH]1	109
COCCNC(=O)C1c2ccccc2C(=O)N(CCOC)C1c1ccc(F)cc1 (stereo not drawn)	81
COC(=O)[C@H](Cc1ccccc1)NC(=O)N1CCN(Cc2ccccc2)CC1	88
COc1ccc(C2C(C(C)=O)=C(O)C(=O)N2c2nccs2)cc1OC (stereo not drawn)	80
CCC(=O)Nc1ccc(C(=O)Nc2ccc3c(c2)OCO3)cc1	60
O=C(CCSc1nnc2scc(-c3ccccc3)n12)NCc1ccc2c(c1)OCO2	109
COc1ccc(C2CC(=O)C3=C(C2)Nc2ncnn2C3c2ccccc2C)c(OC)c1 (stereo not drawn)	73
NC1=NC(c2ccc(F)cc2)n2c(nc3ccccc32)N1 (stereo not drawn)	90
Cc1cc(Oc2ccc(-c3ccccc3)cc2)nc(N2CCOCC2)n1	87
Cc1cc(C)nc(SCC(=O)Nc2ccc(Br)cn2)n1	73
O=C(C1CC(c2ccccc2O)=NO1)N1CCCC1 (stereo not drawn)	105
CC(=O)N=C1SC2CS(=O)(=O)CC2N1c1ccccc1Cl (stereo not drawn)	103
CCCc1nnc(NC(=O)c2c(O)c3c([nH]c2=O)CCCC3)s1	105
Cc1ccc(C2CC(c3cccs3)n3nc(N)nc3N2)cc1 (stereo not drawn)	84
C/C=C/C=[N+](\[O-])C(C)/C(=N/O)c1ccc(F)cc1 (stereo not drawn)	106
Oc1ccccc1-c1cc(C(F)(F)C(F)F)nc(-c2ccccc2)n1	137
Cc1ccc(N2CCN(C(=O)N3CCCC3)CC2)cc1Cl	97
Cc1c(NC(=O)Nc2ccc3c(c2)OCO3)c(=O)n(-c2ccccc2)n1C	90
Cc1cccc2cc(CN(CC3CCCO3)C(=O)c3cccnc3)c3nnnn3c12 (stereo not drawn)	131
O=C(CSc1nnnn1-c1ccc2c(c1)OCCO2)OC1CCCCC1	95
O=C(O)c1cn(-c2ccccc2)nc1-c1ccncc1	87
Cc1nc2ccc(F)cc2cc1C(=O)NC(C)C	95
Cc1nc2[nH]onc2c2nccc(=O)c12	84
CC(=NC1CCCC1)c1c(C)[nH]n(-c2nc3ccccc3s2)c1=O	126
CC(C)n1c(N2CCN(C(=O)NCc3ccccc3)CC2)nc2ccccc21	90
Cc1ccc2nsnc2c1S(=O)(=O)NCc1ccc2c(c1)OCO2	88
COc1ccc(OC(C)C(=O)Nc2cccc(OC)c2)cc1 (stereo not drawn)	94
CCOC(=O)N1CCN(C(=O)c2ccccc2-c2ccccc2)CC1	94
CCOc1nc(-c2ccc(OC)cc2)ccc1-c1noc(-c2ccncc2)n1	85
Cc1cc2nc(C3CCN(CC4COc5ccccc5O4)CC3)[nH]c2cc1C (stereo not drawn)	80
Cc1nn(Cc2ccc(F)cc2)c(C)c1NC(=O)c1cnn2cccnc12	89
Cn1c(C(=O)OCC(=O)NCc2ccco2)cc2sccc21	157
CCCCN(C(=O)c1cc(OC)c(OC)c(OC)c1)C1=CC2CCC(C1)N2C (stereo not drawn)	98
O=C(CCS(=O)(=O)c1cccc2nonc12)NC1CCCCCC1	88
Cc1ccccc1OCC(=O)Nc1ccc(N2CCN(C(=O)C(C)C)CC2)c(Cl)c1	87
CC(C)(C)c1[nH]nc2c1C(c1ccc(OC(=O)c3ccco3)cc1)C(C#N)=C(N)O2 (stereo not drawn)	100
COc1ccc(OC)c(C(c2nnnn2CCc2ccccc2)N2CCN(c3ccccc3)CC2)c1 (stereo not drawn)	99
Nc1cc(CN2C(=O)c3ccccc3C2=O)cc(Cl)c1O	92
O=C(Nc1c(C(=O)O)[nH]c2ccccc12)NC1CCCCC1	92
COc1ccccc1CNC(=O)COC(=O)c1cnccn1	80
CCC(=O)Nc1cc(C(C)C)c(O)cc1C	99
Cc1c(C)n(C(=O)CSc2nccn2C)c2ccccc12	119
Clc1cccc2sc(N3CCCC3)nc12	90
CN1CCN(C2=NC3(CCCC3)C(C#N)C(=O)N2)CC1 (stereo not drawn)	87
Cc1ccc(CNc2ccc(O)cc2)cc1	68
Cc1ccnc(NS(=O)(=O)c2cccs2)c1	87
CCOC(=O)Cn1c(=O)oc2cc(S(=O)(=O)NCCCc3ccccc3)ccc21	97
CCOC(=O)c1cc(C(=O)c2cc(F)ccc2O)coc1=N	75
COc1ccc(C(CC(=O)O)NC(=O)c2cccs2)cc1 (stereo not drawn)	100

The list continues:
smiles	SK-BR-3 tox 24h
CCOc1ccccc1NC(=O)c1cccc(NC(=O)c2ccco2)c1	95
CC(C)(Oc1ccc(Cl)cc1)C(=O)NCc1ccncc1	89
CCOC(=O)C1CCN(C(=O)c2ccc(NC(=O)C3CCCO3)cc2)CC1 (stereo not drawn)	84
CC1(C)CC(=O)C(C=NCCO)=C(O)C1	101
O=C1CC(c2ccc(S(=O)(=O)N3CCCCC3)cc2)CN1 (stereo not drawn)	92
Cc1ccc(-n2c(Cn3cnc4ccccc43)nnc2SCC(=O)O)cc1	73
COc1cc(C)c(C)cc1S(=O)(=O)N1CCN(Cc2ccccc2)CC1	88
Cn1c2c(c(=O)n(C)c1=O)C(c1ccc(O)cc1)Nc1ccccc1O2 (stereo not drawn)	80
CCOC(=O)C1=C(C)NC(SCC(N)=O)=C(C#N)C1c1ccncc1 (stereo not drawn)	100
Cc1ccc(C)n1NC(=O)c1cccs1	90
CCOCCn1c(COc2ccccc2)nc2ccccc21	76
CCCCCc1ccc(CC(=O)O)cc1	69
CC(C)C(C(=O)NCc1ccco1)N(C(=O)CNS(=O)(=O)c1ccccc1)C1CCCC1 (stereo not drawn)	72

Structures listed so far that contain an aryl thioether with sulfur outside any ring, in the order listed:
smiles	SK-BR-3 tox 24h
Cc1nnc(SCC(=O)N2CCN(Cc3ccccc3)CC2)s1	99
COc1ccc(NC(=O)CSc2c(C)nn(-c3nnc(C)c(=O)[nH]3)c2C)cc1	88
C=CCn1c(Sc2nncn2C)nc2c1c(=O)[nH]c(=O)n2C	102
CCOc1ccc(-c2cnc(SCC(N)=O)nc2N)cc1	96
Nn1c(SCC(=O)Nc2ccc(F)cc2F)nnc1C1CCCCC1	101
COc1ccccc1-n1nnnc1SCC(=O)NC1CCCC1	81
CCOC(=O)CSc1nc2c(c(=O)n(C)c(=O)n2C)n1CCCc1ccccc1	92
COCCn1c(SCC(=O)c2ccc3c(c2)OCCO3)nnc1-c1ccoc1C	106
NC(=O)C1(N2CCCCC2)CCN(C(=O)CSc2nc3ccccc3o2)CC1	94
COc1ccccc1C(=O)Nc1ccccc1SC	103
Cc1ccc(C)c(NC(=O)CSc2nnc(-c3ccco3)o2)c1	94
O=c1cc(CSc2ccccn2)nc(N2CCN(c3ccccc3)CC2)[nH]1	109
O=C(CCSc1nnc2scc(-c3ccccc3)n12)NCc1ccc2c(c1)OCO2	109
Cc1cc(C)nc(SCC(=O)Nc2ccc(Br)cn2)n1	73
O=C(CSc1nnnn1-c1ccc2c(c1)OCCO2)OC1CCCCC1	95
Cc1c(C)n(C(=O)CSc2nccn2C)c2ccccc12	119
Cc1ccc(-n2c(Cn3cnc4ccccc43)nnc2SCC(=O)O)cc1	73
